Compound activity: PubChem, NCI
Growth percent in the NCI-60 one-dose screen (48 h, 10 µM unless noted): 100 = growth as untreated, 0 = no growth, -100 = all killed.
MOLT-4: MOLT-4 leukemia cells | 80,000 tested, 6.9% active | AID 1794779
RPMI-8226: RPMI-8226 leukemia cells; 77,000 tested, 7.5% active; AID 1794781
K-562: K-562 leukemia | 78,000 tested, 7.4% active
SR: SR leukemia cells; 73,000 tested, 8.7% active; AID 1794780
MDA-MB-231: MDA-MB-231 breast cancer; 81,000 tested, 5% active; AID 1794789
MDA-MB-468: MDA-MB-468 breast cancer; 78,000 tested, 8.5% active; AID 2202374
CCRF-CEM: CCRF-CEM leukemia. 77,000 tested, 7% active. AID 1794778
MCF7: MCF7 breast cancer; 82,000 tested, 6.3% active; AID 1794796
* hit, by the source's call; x = no result given. How the source made its calls: active means growth percent below 10; inactive means the rest.

Start of the listing, in advance, 18 compounds:
SMILES | MOLT-4 | RPMI-8226 | K-562 | SR | MDA-MB-231 | MDA-MB-468 | CCRF-CEM | MCF7
O=C(Nc1cccc(-c2cc(=O)c3ccccc3o2)c1)c1ccc2c(c1)OCO2 | 89 | x | 88 | 81 | 97 | 94 | 97 | 93
O=C(Nc1ncc(Cc2ccc(Cl)cc2)s1)C1=NCCCN1 | 102 | 92 | 103 | 104 | 109 | 99 | 103 | 86
CC(=O)Nc1ccc2c(c1)c(NC(C)=O)nn2C(=O)Nc1ccc(Cc2ccccc2)cc1 | 94 | 89 | 18 | 99 | 70 | 80 | 90 | 90
CCSc1ccc([C@@H]2[C@@H](N)C(=O)N2c2cc(OC)c(OC)c(OC)c2)cc1 | 13 | 18 | 7.6* | 14 | 41 | 17 | 12 | 20
COc1ccccc1C(=O)c1ccccc1 | 102 | 103 | 98 | 95 | 117 | 104 | 103 | 95
CCOC(=O)c1c(N)nn2c(-c3ccccc3)cc(C)nc12 | 108 | 116 | 108 | 108 | 96 | 109 | 106 | 95
CC(=O)c1nn(-c2ccc(C)cc2)cc1C(=O)c1cc2c(ccc3ccccc32)oc1=O | 102 | 93 | 81 | 84 | 73 | 118 | 98 | 88
O=S(=O)(O)c1cc(O)c2c(S(=O)(=O)O)cccc2c1 | 107 | 114 | 110 | 88 | 123 | x | x | 124
COc1ccc(-c2ccc(-c3ccc(C(=N)N)cc3)s2)cc1Cl | -50* | -34* | -37* | -7.3* | -61* | -65* | -41* | -65*
CC1OC2CC(=O)OC2C2=C1C(=O)c1c(O)cccc1C2=O (configuration not stated) | -7.6* | -9.6* | -7.9* | -30* | -66* | -73* | 0.5* | -45*
CC(=O)O[C@@H]1C[C@@]2(C)[C@@H](CC[C@]2(O)C(C)=O)[C@@H]2CC[C@@H]3[C@@H](Cl)C(=O)CC[C@]3(C)[C@H]21 | 89 | 84 | 97 | 77 | 96 | 94 | 86 | 79
CCOC(=O)c1csc(NC(=O)COc2ccc(/C=C3\Oc4ccccc4C3=O)cc2)n1 | 42 | 80 | 63 | 38 | 82 | x | 23 | 69
CCC(=O)Oc1ccc(/C=N/NC(N)=S)nc1 | 11 | 50 | 47 | x | 63 | 19 | -0.5* | 22
N#Cc1c(-c2ccccc2)cc(-c2ccccc2)n(Cc2ccc(C(=O)O)cc2)c1=O | 107 | 103 | 104 | 110 | 98 | 80 | 104 | 92
COc1ccc(-c2c(N)n[nH]c2-c2cc(OC)c3c(c2)OCCO3)cc1 | 61 | 75 | 12 | -7.0* | 88 | 72 | 74 | 58
CCCc1cc2cc(-n3nc(C)c4c3CC(C)(C)CC4=O)cc(NC3CCS(=O)(=O)CC3)c2c(=O)[nH]1 | 23 | 44 | 11 | 28 | 37 | 13 | 69 | 35
O=C(Nc1ccc(Cl)cc1)c1ccc(Cl)cc1Cl | 85 | 78 | 74 | 71 | 90 | 91 | 88 | 72
COc1cccc2cc(N(C)c3ncnc4ccccc34)ccc12 | 17 | -18* | 9.9* | 9.3* | 31 | -7.6* | 22 | 6.3*

The listing, from the first entry:
SMILES | MOLT-4 | RPMI-8226 | K-562 | SR | MDA-MB-231 | MDA-MB-468 | CCRF-CEM | MCF7
O=C(Nc1cccc(-c2cc(=O)c3ccccc3o2)c1)c1ccc2c(c1)OCO2 | 89 | x | 88 | 81 | 97 | 94 | 97 | 93
O=C(Nc1ncc(Cc2ccc(Cl)cc2)s1)C1=NCCCN1 | 102 | 92 | 103 | 104 | 109 | 99 | 103 | 86
CC(=O)Nc1ccc2c(c1)c(NC(C)=O)nn2C(=O)Nc1ccc(Cc2ccccc2)cc1 | 94 | 89 | 18 | 99 | 70 | 80 | 90 | 90
CCSc1ccc([C@@H]2[C@@H](N)C(=O)N2c2cc(OC)c(OC)c(OC)c2)cc1 | 13 | 18 | 7.6* | 14 | 41 | 17 | 12 | 20
COc1ccccc1C(=O)c1ccccc1 | 102 | 103 | 98 | 95 | 117 | 104 | 103 | 95
CCOC(=O)c1c(N)nn2c(-c3ccccc3)cc(C)nc12 | 108 | 116 | 108 | 108 | 96 | 109 | 106 | 95
CC(=O)c1nn(-c2ccc(C)cc2)cc1C(=O)c1cc2c(ccc3ccccc32)oc1=O | 102 | 93 | 81 | 84 | 73 | 118 | 98 | 88
O=S(=O)(O)c1cc(O)c2c(S(=O)(=O)O)cccc2c1 | 107 | 114 | 110 | 88 | 123 | x | x | 124
COc1ccc(-c2ccc(-c3ccc(C(=N)N)cc3)s2)cc1Cl | -50* | -34* | -37* | -7.3* | -61* | -65* | -41* | -65*
CC1OC2CC(=O)OC2C2=C1C(=O)c1c(O)cccc1C2=O (configuration not stated) | -7.6* | -9.6* | -7.9* | -30* | -66* | -73* | 0.5* | -45*
CC(=O)O[C@@H]1C[C@@]2(C)[C@@H](CC[C@]2(O)C(C)=O)[C@@H]2CC[C@@H]3[C@@H](Cl)C(=O)CC[C@]3(C)[C@H]21 | 89 | 84 | 97 | 77 | 96 | 94 | 86 | 79
CCOC(=O)c1csc(NC(=O)COc2ccc(/C=C3\Oc4ccccc4C3=O)cc2)n1 | 42 | 80 | 63 | 38 | 82 | x | 23 | 69
CCC(=O)Oc1ccc(/C=N/NC(N)=S)nc1 | 11 | 50 | 47 | x | 63 | 19 | -0.5* | 22
N#Cc1c(-c2ccccc2)cc(-c2ccccc2)n(Cc2ccc(C(=O)O)cc2)c1=O | 107 | 103 | 104 | 110 | 98 | 80 | 104 | 92
COc1ccc(-c2c(N)n[nH]c2-c2cc(OC)c3c(c2)OCCO3)cc1 | 61 | 75 | 12 | -7.0* | 88 | 72 | 74 | 58
CCCc1cc2cc(-n3nc(C)c4c3CC(C)(C)CC4=O)cc(NC3CCS(=O)(=O)CC3)c2c(=O)[nH]1 | 23 | 44 | 11 | 28 | 37 | 13 | 69 | 35
O=C(Nc1ccc(Cl)cc1)c1ccc(Cl)cc1Cl | 85 | 78 | 74 | 71 | 90 | 91 | 88 | 72
COc1cccc2cc(N(C)c3ncnc4ccccc34)ccc12 | 17 | -18* | 9.9* | 9.3* | 31 | -7.6* | 22 | 6.3*
COc1cc[n+]([O-])cc1 | x | 105 | 112 | x | 111 | 105 | 104 | 98
C=C1C(=O)O[C@H]2[C@H]1CC/C(COC(=O)c1cc3cc(OC)ccc3[nH]1)=C\CC[C@@]1(C)O[C@@H]21 | -15* | -20* | 0.3* | -21* | -72* | -76* | -21* | -61*
Cc1nn(-c2ccc([N+](=O)[O-])cc2)c2ncnc(N/N=C/c3cccc([N+](=O)[O-])c3)c12 | 86 | x | 77 | 99 | 71 | 62 | 67 | 80
Cc1ccc(NC(=S)N/N=C/c2c(-c3ccc(S(C)(=O)=O)cc3)nc3ccccn23)cc1 | 82 | 76 | 78 | 85 | 92 | 98 | 83 | 83
COc1ccc(-c2nc3c(ncc4ccc(=O)[nH]c43)s2)cc1 | 32 | 69 | 93 | 46 | 82 | 63 | 73 | 63
Nc1ncc(Oc2ccc(Cl)cc2Cl)c(=S)[nH]1 | 95 | 99 | 109 | x | 96 | x | 101 | 101
O=C1c2cccc(Oc3ccccc3)c2C(=O)c2cccc(Oc3ccccc3)c21 | 124 | 76 | 97 | 99 | 100 | 100 | 89 | 76
O=S(=O)(O)CCc1ccccn1 | 104 | 116 | 109 | 104 | 117 | 106 | x | 98
CC(C)(C)c1nn(-c2ccccc2)c2c1COCN2Cc1ccc(C(F)(F)F)cc1 | 89 | 52 | 93 | 102 | 100 | 98 | 84 | 97
CCCCC1(CC)COC(c2ccccc2)OC1 (configuration not stated) | 106 | 103 | 118 | 122 | 104 | 108 | 104 | 104
CC(=O)Oc1ccccc1C(=O)[Se]CC(=O)Nc1cccc(C(F)(F)F)c1 | 12 | 36 | 19 | 31 | x | -89* | 25 | 3.4*
CC(=O)N1C(=S)NC(C)=C(C(=O)OCc2ccccc2)C1c1ccc2c(c1)OCO2 (configuration not stated) | 59 | 55 | 55 | x | 84 | 79 | x | 92
NC(=S)NNC(=O)c1cccnc1 | 102 | 106 | 95 | 97 | 111 | 107 | 101 | 90
Cc1csc(N2C(=O)C3C4CCC(O4)C3C2=O)n1 (configuration not stated) | 114 | 88 | 108 | 88 | 104 | 110 | 90 | 100
CS(=O)(=O)OC1C(COC(=O)c2ccccc2)OC(n2ccc(=O)[nH]c2=O)C1O (configuration not stated) | 101 | 97 | 105 | 73 | 96 | 104 | 96 | 106
COc1ccc(/C=N/NC(=O)c2cnn3c2NC(c2ccccc2)C3)cc1OCc1ccccc1 (configuration not stated) | 72 | 77 | 57 | 43 | 90 | 72 | 87 | 56
Cn1cc(C2=C(c3coc4cc(Br)ccc34)C(=O)N(O)C2=O)c2ccccc21 | 111 | 87 | 106 | 100 | 83 | 86 | 92 | 66
O=C1N(Cc2cccc3ccccc23)c2ccccc2C12NN=C(c1ccccc1)S2 (configuration not stated) | 58 | 72 | 57 | 55 | 86 | 69 | 52 | 72
c1ccc(CCNc2nc(-c3ccccc3)n3ncc(NCCc4ccccc4)c3n2)cc1 | 61 | x | x | 46 | 87 | 99 | 64 | 74
COc1cc(C(=O)NC2CC2)cc(OC)c1OC | 101 | 108 | 101 | 97 | 104 | 104 | 106 | 97
COC(=O)[C@]12CC[C@@H](C(=O)/C=C/c3cccnc3)[C@@H]1[C@H]1CC[C@@H]3[C@@]4(C)C/C(=C/c5cccnc5)C(=O)C(C)(C)[C@@H]4CC[C@@]3(C)[C@]1(C)CC2 | -31* | -29* | -22* | -14* | -81* | -76* | 1.0* | -54*
Cn1cc(-c2noc(-c3cn(C)c4ncccc34)n2)c2ccccc21 | 98 | 91 | 89 | 75 | 58 | 57 | 108 | 33
O=C(Nc1ccccc1O)c1ccc(Nc2ccnc(C(F)(F)F)c2)cc1 | 84 | 74 | 90 | 97 | 99 | 100 | 53 | 86
Nc1cccc2cccc(S(=O)(=O)O)c12 | 92 | 90 | 118 | 97 | 110 | x | 93 | 99
CC(=O)O[C@H]1CC[C@]2(C)[C@H]3C(=O)C=C4[C@@H]5C[C@](C)(C(=O)N6CCCNCC6)CC[C@]5(C)CC[C@@]4(C)[C@]3(C)CC[C@H]2C1(C)C | -24* | -32* | -11* | -17* | -85* | -85* | -32* | -89*
O=C(NCC(O)CO)c1c(I)c(C(=O)NCC(O)CO)c(I)c(N(CCO)C(=O)CO)c1I (configuration not stated) | 92 | 109 | 96 | 63 | 94 | 109 | 105 | 104
Cc1nc2ccccc2c(/C=C/c2ccc(Cl)cc2)c1C(=O)/C=C/c1cccs1 | 55 | 53 | 45 | x | 76 | 80 | 60 | 42
CS(=O)(=O)c1ccc2c(c1)c1c(n2S(=O)(=O)c2ccc(Cl)cc2)CCCC1 | 24 | 19 | x | 12 | 30 | 42 | 27 | 17
COc1cc(C(=O)N/N=C/c2ccc(N(C)C)cc2)cc(OC)c1OC | -0.1* | 20 | 14 | 6.8* | 30 | -13* | 8.6* | 18
N#CC(C#N)=C1NCCO1 | 92 | 91 | 91 | 98 | 95 | 95 | 84 | 96
CC(=O)Nc1cc(NC(C)=O)ncn1 | 98 | 91 | 94 | 33 | 116 | 96 | 95 | 98
c1ccc2nc(N3CCOCC3)c(N3CCCC3)nc2c1 | 94 | 102 | x | 94 | 108 | 105 | 102 | 101

Compounds shown so far containing a cyano group, in the order listed:
SMILES | MOLT-4 | RPMI-8226 | K-562 | SR | MDA-MB-231 | MDA-MB-468 | CCRF-CEM | MCF7
N#Cc1c(-c2ccccc2)cc(-c2ccccc2)n(Cc2ccc(C(=O)O)cc2)c1=O | 107 | 103 | 104 | 110 | 98 | 80 | 104 | 92
N#CC(C#N)=C1NCCO1 | 92 | 91 | 91 | 98 | 95 | 95 | 84 | 96

Further structures follow:
SMILES | MOLT-4 | RPMI-8226 | K-562 | SR | MDA-MB-231 | MDA-MB-468 | CCRF-CEM | MCF7
CC(=C(CCOP(=O)(O)O)SC(=O)c1ccccc1)N(C=O)Cc1cnc(C)nc1N | 91 | 103 | 89 | 98 | 114 | 110 | 102 | 97
O=C(CN1CCCCC1)c1ccc(/C=C/c2ccc(Cl)cc2)cc1 | 94 | 82 | 63 | 61 | 72 | 77 | 84 | 87
COc1ccc(OC)c(-n2cc(C#N)c(N)c2C(=O)c2ccc(Br)cc2)c1 | 103 | 107 | 100 | 116 | 90 | 84 | 102 | 70
CCCn1cnc2c(c1=N)C(c1ccc(Br)cc1)c1sc3c(F)cccc3c1O2 (configuration not stated) | 76 | 72 | 82 | 83 | 66 | 78 | 89 | 67
O=C(Nc1nccs1)c1ccc(Cl)cc1 | 82 | 91 | 99 | 83 | 120 | 96 | 99 | 72
CC(=O)OC/C=C(/C)C[P+](c1ccccc1)(c1ccccc1)c1ccccc1 | 78 | 0.0* | 28 | 65 | 75 | 1.6* | 53 | 33
O=S(=O)(NCc1ccccc1)c1ccccc1 | 106 | 107 | 109 | x | 107 | 97 | 108 | 96
O=C1/C(=C(/c2ccccc2)N2CCOCC2)Cc2ccccc21 | 23 | 16 | 35 | 27 | 9.0* | -19* | 23 | 18
COc1cc2nc(Cl)nc(Nc3cccc(C4=NN(C(C)=O)C(c5ccc(Br)cc5)C4)c3)c2cc1OC (configuration not stated) | 48 | 47 | 63 | 73 | 70 | 91 | 66 | 72
C[N+]1=C(/C=C/c2ccccc2Cl)C(C)(C)c2ccccc21 | 70 | 67 | 77 | 18 | 98 | 88 | 47 | 95
CN(C(=O)c1cc2c(cc1Br)OCO2)c1cccc2ccccc12 | 87 | 73 | 87 | 88 | 87 | 85 | 94 | 93
N#CC(C#N)N=Nc1ccc(S(=O)(=O)N=C(N)N)cc1 | 115 | 100 | 98 | 93 | 97 | 98 | 101 | 91
COc1cc2c(cc1-c1c(C)noc1C)ncc1nc(C3CCOCC3)n([C@@H](C)COC(F)F)c12 | 48 | 18 | 34 | 29 | 43 | 48 | 56 | 18
